Mcl1-Noxa inh: Mcl-1/Noxa interaction inhibition; 1.5% of 220,000 active; inhibition, % at 21.7 µM; Q07820; TR-FRET Mcl-1/Noxa peptide binding, 2 h;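 active = compounds that cut the protein-peptide binding signal by more than 50% relative to plate controls in a single-dose test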;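 note: His-tagged Mcl-1 with rhodamine Noxa BH3 peptide and terbium anti-His antibody; 0% = Mcl-1 plus Noxa peptide wells and 100% = peptide-only wells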
Target sequence (Q07820 whole entry, looked up): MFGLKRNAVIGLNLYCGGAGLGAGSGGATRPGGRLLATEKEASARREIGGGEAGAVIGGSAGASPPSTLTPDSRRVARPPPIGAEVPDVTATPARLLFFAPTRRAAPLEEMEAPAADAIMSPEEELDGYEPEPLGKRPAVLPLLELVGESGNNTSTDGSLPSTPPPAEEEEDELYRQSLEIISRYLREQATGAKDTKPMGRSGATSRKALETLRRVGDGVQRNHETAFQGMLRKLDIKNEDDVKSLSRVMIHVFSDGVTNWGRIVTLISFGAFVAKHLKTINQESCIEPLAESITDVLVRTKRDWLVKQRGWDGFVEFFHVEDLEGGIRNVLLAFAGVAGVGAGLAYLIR
Pf gametocyte: kills late stage P. falciparum gametocytes; P. falciparum stage V gametocytes, ATP luminescence, 24 h; inhibition, % at 10.9 µM; 0.065% of 150,000 active; AID 743093;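 active = inhibition above the mean plus 3 SD of compounds within the control limits, set per campaign, cut at about 38% in these data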;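 note: 0% = DMSO wells and 100% = medium only without gametocytes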
Avidin fluor: avidin bead compound fluorescence profile; Avidin beads, compound fluorescence 488/530 nm, flow cytometry; active compounds read high; fluorescence (KMESF) at 10 µM; 0.38% of 220,000 active; in the data active = fluorescence above about 47; note: inactives centre near 10
Mcl1 Bid PPI: disrupts binding of human Mcl-1 to Bid peptide. TR-FRET Mcl-1/Bid-Dy647 peptide binding, 1536-well. inhibition, % at 21.7 µM. 0.97% of 220,000 active. AID 1021;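 active = compounds that cut the binding signal by more than half at the single screening dose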;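 note: His-tagged Mcl-1 with europium anti-His antibody binding Bid BH3 peptide; 0% = Mcl-1 plus peptide wells and 100% = peptide-only wells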
* marks the source's active call; other numbers are inactive results.

entry | molecule | Mcl1-Noxa inh | Pf gametocyte
1 | Cc1ccc(C(=O)N/C(=C/c2ccc(C(C)C)cc2)C(=O)NCCCN2CCOCC2)cc1 | 3 | -14
2 | COCCCN1CN(S(=O)(=O)c2cccs2)c2nc3ccccc3nc21 | 8 | -3
3 | Cc1ccc(Nc2nc(N)nc(CCl)n2)c(C)c1 | -3 | -10
4 | N/C(=N\OC(=O)c1ccc(Cl)cc1Cl)c1ccncc1 | -15 | -8
5 | O=C(COC(=O)c1cn(-c2ccccc2)nc1-c1ccccc1)Nc1ncc(Cl)cc1Cl | -1 | 0
6 | Oc1c(C=C2N=c3ccccc3=N2)sc(=S)n1-c1ccc2ccccc2c1 | 8 | -1
7 | O=C(Nc1ccc(-c2csc(Nc3ccccc3)n2)cc1)c1cc([N+](=O)[O-])cc(C(F)(F)F)c1 | 6 | 19
8 | Cc1ccc(NC(=O)Cn2c(O)c(N=NC(N)=O)c3ccccc32)cc1 | -9 | -13
9 | CC(C(=O)NN)n1nnc(N2CCOCC2)n1 (stereo not drawn) | 7 | 15
10 | Cc1cc2c(cc1C)/C(=N/NC(=O)c1ccccn1)CCC2 | -6 | 10

entry | Avidin fluor | Mcl1 Bid PPI
1 | 4 | -42
2 | 9 | 0
3 | 8 | -15
4 | 7 | -1
5 | 7 | -103
6 | 12 | -38
7 | 9 | -70
8 | 11 | -38
9 | 3 | -14
10 | 9 | -16

Following part:
entry | molecule | Mcl1-Noxa inh | Pf gametocyte
11 | COC(=O)C1=C(C)NC(C)=C(C(=O)OC)C1c1ccco1 | -1 | -30
12 | COc1ccc(/C=N/n2c(C)nc3sc(C)c(C)c3c2=O)cc1 | 9 | -1
13 | Cc1oc2ccc(OCc3ccc(Cl)cc3)cc2c1C(=O)O | 17 | 11
14 | CC1(C)C2([N+](=O)[O-])CN3CC1([N+](=O)[O-])CN(C2)C3c1ccc(O)c(O)c1 (stereo not drawn) | 13 | -6
15 | Cc1ccc(F)c(C2C3C=CCC(c4cccc(-c5ccc(N(C)C)cc5)c4)C3C(=O)N2Cc2ccccc2)c1 (stereo not drawn) | -6 | -10
16 | COC(=O)CCCC1=CC2=C(c3ccccc3)C(=O)C(C)(OC(=O)C3CCCC3)C(=O)C2=CN1Cc1ccc(OC)cc1 (stereo not drawn) | 19 | -20
17 | O=C(O)CCCCCCCCCC[n+]1ccccc1 | 18 | -2
18 | Cc1cc(C)c2nc(Nc3nc(-c4ccccc4)cc(=O)[nH]3)nc(C)c2c1 | -88 | 9
19 | COc1cc(OC)cc(C(=O)NC(=S)Nc2nc(-c3cc4ccccc4o3)cs2)c1 | -1 | -1
20 | Cc1ccc(NNC(=O)c2ccno2)c(C)c1 | -3 | -5

entry | Avidin fluor | Mcl1 Bid PPI
11 | 7 | -23
12 | 6 | -3
13 | 6 | 29
14 | 9 | -40
15 | 6 | -117
16 | 9 | -30
17 | 9 | -3
18 | 7 | -70
19 | 7 | -39
20 | 7 | -23

Continuation:
entry | molecule | Mcl1-Noxa inh | Pf gametocyte
21 | CCOC(=O)c1c(NC(=O)CCC(=O)N(CC)CC)sc2c1CC(C)(C)OC2 | 1 | -48
22 | O=C1C2C(c3ccccc3)CC=CC2[C@H](c2ccc(C(F)(F)F)cc2)N1Cc1ccccc1 (stereo partly drawn) | 13 | 18
23 | Cc1ccc(S(=O)(=O)CCSc2ccc(C(F)(F)F)cn2)cc1 | -4 | -8
24 | Cc1nccc(-c2cccc(N/N=C(\C#N)C(=O)c3ccccc3)c2)n1 | 21 | -6
25 | Cc1cc(C)n(C(=O)COc2ccccc2[N+](=O)[O-])n1 | -8 | -9
26 | O=C(O)CCn1cc(C(=O)O)c(-c2ccccc2)n1 | -18 | -24
27 | CC(C)(C)c1cc(-c2n[nH]c(=S)n2-c2ccccc2F)n[nH]1 | 25 | 7
28 | O=C(NC12CC3CC(CC(C3)C1)C2)OCCNC1CCCCC1 | 6 | -12
29 | COc1ccc(CNCCC(c2ccc(F)cc2)c2ccc(OC(C)C)cc2)cc1OC (stereo not drawn) | 21 | 3
30 | COc1ccc(OC(=O)c2c(C)nn(-c3ccccc3)c2C)cc1 | 0 | -15

entry | Avidin fluor | Mcl1 Bid PPI
21 | 9 | -8
22 | 13 | -26
23 | 10 | -18
24 | 7 | -11
25 | 6 | -3
26 | 4 | -14
27 | 5 | -64
28 | 18 | -14
29 | 21 | -6
30 | 5 | -12

A different layout for part of the listing above:
25. Cc1cc(C)n(C(=O)COc2ccccc2[N+](=O)[O-])n1
24. Cc1nccc(-c2cccc(N/N=C(\C#N)C(=O)c3ccccc3)c2)n1

| entry no. | 25 | 24 |
| --- | --- | --- |
| Mcl1-Noxa inh | -8 | 21 |
| Pf gametocyte | -9 | -6 |
| Avidin fluor | 6 | 7 |
| Mcl1 Bid PPI | -3 | -11 |

Single records (already shown). Order of screens: Mcl1-Noxa inh, Pf gametocyte, Avidin fluor, Mcl1 Bid PPI
`O=C(NC12CC3CC(CC(C3)C1)C2)OCCNC1CCCCC1` is listed with 6, -12, 18, -14
`O=C(O)CCn1cc(C(=O)O)c(-c2ccccc2)n1` is listed with -18, -24, 4, -14

In a second layout: entries from further up
25	Cc1cc(C)n(C(=O)COc2ccccc2[N+](=O)[O-])n1
26	O=C(O)CCn1cc(C(=O)O)c(-c2ccccc2)n1
assay / compound	25	26
Mcl1-Noxa inh	-8	-18
Pf gametocyte	-9	-24
Avidin fluor	6	4
Mcl1 Bid PPI	-3	-14

Going on with the list:
entry | molecule | Mcl1-Noxa inh | Pf gametocyte
31 | Cc1cccn2c(=O)c(/C=C(\C#N)C(N)=O)c(Oc3ccccc3)nc12 | -9 | -18
32 | O=C1CC(C(=O)O)S/C(=N\N=C\c2ccc(Br)cc2)N1 (stereo not drawn) | 17 | -24
33 | Cc1ccc(/C=N/N2CCN(c3ccccn3)CC2)o1 | -3 | -30
34 | COc1cccc(/C=N/NC(=O)C(c2ccncc2)N2CCOCC2)c1 (stereo not drawn) | 4 | -1
35 | O=c1cc(CO)[nH]cc1OCc1ccccc1 | 0 | -14
36 | CCN(CC)CCC(=O)Nc1cccc2c1C(=O)c1ccccc1C2=O | 35 | 27
37 | Cc1cc(C)nc(NS(=O)(=O)c2ccc(NC(=O)Nc3ccccc3F)cc2)n1 | 4 | -3
38 | Nc1nonc1-n1nnc(C(=O)N/N=C/c2ccccc2Cl)c1COc1ccc(F)cc1 | -1 | 2
39 | COc1cc(C(=O)Nn2c(O)c(C3=c4ccccc4=NC3=O)sc2=S)ccc1O | 58* | 2
40 | NS(=O)(=O)c1cc(C(=O)OCC(=O)Nc2ccc(N3CCCCC3)cc2)ccc1Cl | 4 | 16

entry | Avidin fluor | Mcl1 Bid PPI
31 | 4 | -15
32 | 9 | 11
33 | 3 | -35
34 | 7 | -32
35 | 4 | -3
36 | 5 | 0
37 | 3 | -8
38 | 8 | -12
39 | 7 | -56
40 | 3 | -19

(list continues)
entry | molecule | Mcl1-Noxa inh | Pf gametocyte
41 | Cc1ccc(CN2CCN(CC(=O)N/N=C/c3ccc(C)o3)CC2)cc1 | 19 | 7
42 | Cc1cc(C(=O)NNC(=O)NC(C)C)no1 | 10 | 2
43 | Cn1c(N)c(C(=O)CSc2nnc(-c3ccccc3F)n2N)c(=O)n(C)c1=O | -15 | -4
44 | O=C(CCNC(=O)c1ccccc1Cl)N/N=C\c1ccc(O)cc1 | -17 | -18
45 | CSc1nnc(-c2ccccc2)c(-c2ccccc2)n1 | 3 | 8
46 | O=C(Nc1ccccc1)c1c2c(nc3ccccc13)CCCC2 | -2 | 19
47 | C/C(=N\N1CCN(Cc2ccccc2Cl)CC1)c1ccc(F)cc1 | 10 | 4

entry | Avidin fluor | Mcl1 Bid PPI
41 | 5 | -7
42 | 11 | -39
43 | 7 | -20
44 | 6 | -40
45 | 7 | -19
46 | 3 | -6
47 | 8 | -55

With a hit mark in Mcl1-Noxa inh, among the entries above:
| item | molecule | Mcl1-Noxa inh | Avidin fluor | Mcl1 Bid PPI |
| --- | --- | --- | --- | --- |
| 39 | COc1cc(C(=O)Nn2c(O)c(C3=c4ccccc4=NC3=O)sc2=S)ccc1O | 58* | 7 | -56 |

Screens: PubChem BioAssay, several laboratories

Only part of the results is shown; rates above refer to the full screens.
